Assay outcomes as filed in PubChem.
TRb-SRC2 inh – TRbeta-SRC2 interaction inhibition. P10828. TRbeta-SRC2 peptide binding, fluorescence polarization; receptor liganded with 1 µM T3. Potency, µM (top dose mostly 106 µM), inactives show at the top dose activity change, negative = inhibition, hits mostly inhibitors. 280,000 tested, 0.065% active. AID 1469;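 further: plate controls were bound peptide for no effect and peptide without receptor for full effect; nearly all actives have a fitted effect of over 50% in size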
Target sequence (P10828 whole entry, looked up): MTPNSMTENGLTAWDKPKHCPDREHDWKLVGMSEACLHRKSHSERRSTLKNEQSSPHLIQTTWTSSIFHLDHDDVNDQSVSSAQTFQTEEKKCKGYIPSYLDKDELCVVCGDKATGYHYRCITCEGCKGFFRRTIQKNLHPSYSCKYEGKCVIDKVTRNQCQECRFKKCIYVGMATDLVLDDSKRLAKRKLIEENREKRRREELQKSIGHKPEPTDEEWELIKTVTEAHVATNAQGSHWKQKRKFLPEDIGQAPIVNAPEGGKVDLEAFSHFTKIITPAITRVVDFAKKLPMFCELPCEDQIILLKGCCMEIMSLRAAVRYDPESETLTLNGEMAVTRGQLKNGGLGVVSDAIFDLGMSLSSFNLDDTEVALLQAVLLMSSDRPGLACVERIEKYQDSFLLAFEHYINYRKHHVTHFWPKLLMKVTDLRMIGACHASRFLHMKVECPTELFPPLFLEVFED
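Assay buffer: 20 mM Tris-HCl, 100 mM NaCl, 10% glycerol, 1 mM EDTA, 0.01% NP-40, 1 mM DTT, 1 uM T3, 5% DMSO; TRb LBD 0.6 uM, Texas Red SRC2 20 nM; FP after 5 hr.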
SMN2 splice enh – increases expression of the SMN2 splice variant; 210,000 tested, 2.8% active; Potency, µM (highest dose often 46.1 µM), inactives show at the top dose activity change, positive = activation, usual class: activators; AID 1458; HEK293 SMN2-luciferase splicing reporter, luminescence, 30-36 h; further: % of control where 0% means no effect; nearly all actives have a fitted effect of over 55% in size
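HEK293 cells carry an SMN2 minigene-luciferase reporter in which exon 7 inclusion puts luciferase in frame. Cells were seeded at 2000 cells/well, attached for 10-12 hours, then exposed to compounds for 30-36 hours at 37C before ONE-Glo luminescence.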
RGS12 GoLoco inh – inhibitors of human Gai1-RGS12 GoLoco interaction (red fluorophore). P63096. Gai1:RGS12 GoLoco peptide FP, rhodamine, 10 min. Potency, µM (highest dose often 61.6 µM), for the others: at the top dose activity, negative = inhibition, actives largely listed as inhibitors. 230,000 tested, 0.44% active. AID 880; active means well fitted inhibition curve with a large enough effect, not every such curve was filed as active; inactive means no such curve, though single readings can be large or run the other way; further: on the % scale 0 is the no-effect control and ±100 the full control effect; nearly all actives have a fitted effect of over 30% in size; many of its hits are not listed in these tables
LMNA splice mod – modulators of lamin A splicing; AID 1487; 200,000 tested, 0.01% active; Potency, µM (highest dose often 46.1 µM), without a hit: at the top dose ratio change, negative = inhibition, most hits filed as inhibitors; HeLa LMNA splicing GFP/RFP minigene ratio, 48 h; active means well fitted inhibition curve with a large enough effect in the signal ratio, with a control signal flat, not every such curve was filed as active; inconclusive means small, poorly fitted or top-dose-only effect, or effect the other way, or a change in a side signal; the % refers to the signal ratio; further: on the % scale 0 is the no-effect control and ±100 the full control effect
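Read-out is the ratio of GFP to DsRed2 object intensity, acquired by 488 nm laser-scanning cytometry on HeLa lamin A-EGFP minigene reporter cells. Compound incubation 48 hrs at 37 °C in Opti-MEM with 2% FBS; DMSO 0.5% final.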
ALDH1A1 inh – blocks purified human ALDH1A1 activity | P00352 | Purified ALDH1A1, NADH fluorescence, propionaldehyde substrate | Potency, µM (top dose mostly 75.3 µM), inactives show at the top dose activity, negative = inhibition, actives largely listed as inhibitors | 220,000 tested, 7.3% active | AID 1030; active means well fitted inhibition curve with a large enough effect, not every such curve was filed as active; inconclusive means small, poorly fitted or top-dose-only effect, or another doubt; inactive means no such curve, though single readings can be large or run the other way;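 further: plate controls were no enzyme wells and a reference inhibitor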
KDM4E inh – inhibitors of human JMJD2E histone demethylase | B2RXH2 | JMJD2E catalytic domain, FDH-coupled NADH fluorescence (FDH is formaldehyde dehydrogenase) | Potency, µM (highest dose often 57.1 µM), inactives show at the top dose activity change, negative = inhibition, hits mostly inhibitors | 230,000 tested, 1.6% active; active means well fitted inhibition curve with a large enough effect, not every such curve was filed as active; inconclusive means small, poorly fitted or top-dose-only effect, or another doubt; inactive means no such curve, though single readings can be large or run the other way;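 further: 0% = wells with enzyme and -100% = buffer wells without enzyme; nearly all actives have a fitted effect of over 50% in size; many of its hits are not listed in these tables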
TexasRed fluor – counter-screen for TRb-SRC2 inhibitors: fluorescence interference. TRb/SRC2 Texas Red total fluorescence interference. Potency, µM (series often up to 106 µM), for the others: at the top dose fluorescence change, negative = quenching. 280,000 tested, 0.29% active; active means well fitted curve in either direction with a large enough effect; inconclusive means small, poorly fitted or top-dose-only effect; further: on the % scale 0 is the no-effect control and ±100 the full control effect
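Human TRβ ligand-binding domain (0.6 uM) and Texas Red SRC2 peptide (20 nM) in Tris buffer with 1 uM T3 and 5% DMSO were incubated with pinned compound for 5 hr at ambient temperature. Total fluorescence was computed as S + 2P (555/632 nm).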
RECQ1 inh – RECQ1 (human) helicase inhibition; RECQ1 DNA unwinding, red fluorescence kinetic read; Potency, µM (highest dose often 57.3 µM), for inactives: top-dose activity, negative = inhibition, usual class: inhibitors; 240,000 tested, 0.54% active; AID 2549;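 further: plate controls were vehicle for no effect and no enzyme for full effect; nearly all actives have a fitted effect of over 30% in size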
Target sequence (P46063 whole entry, looked up): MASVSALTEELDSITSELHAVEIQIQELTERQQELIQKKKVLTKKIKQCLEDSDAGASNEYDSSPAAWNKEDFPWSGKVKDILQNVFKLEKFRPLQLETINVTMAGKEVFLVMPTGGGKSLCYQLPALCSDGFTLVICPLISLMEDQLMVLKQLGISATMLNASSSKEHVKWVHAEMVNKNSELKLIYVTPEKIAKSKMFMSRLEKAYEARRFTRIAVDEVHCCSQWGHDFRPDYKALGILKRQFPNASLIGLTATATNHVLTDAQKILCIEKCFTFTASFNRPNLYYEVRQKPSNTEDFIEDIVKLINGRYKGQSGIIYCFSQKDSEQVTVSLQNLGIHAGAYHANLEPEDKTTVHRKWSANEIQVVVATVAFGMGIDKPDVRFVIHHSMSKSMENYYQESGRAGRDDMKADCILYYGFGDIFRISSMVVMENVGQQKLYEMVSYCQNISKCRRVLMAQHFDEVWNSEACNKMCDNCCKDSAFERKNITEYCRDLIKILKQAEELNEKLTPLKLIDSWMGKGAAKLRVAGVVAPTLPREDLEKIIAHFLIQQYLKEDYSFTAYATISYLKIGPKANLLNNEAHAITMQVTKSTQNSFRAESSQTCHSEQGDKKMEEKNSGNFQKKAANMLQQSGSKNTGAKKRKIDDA
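RECQ1T1 50 nM; forked duplex (20 bp + 30-nt ss tails) 200 nM, ATP 2 mM final; pH 8.0, 2 mM MgCl2, 2.5 ug/ml poly(dI-dC); 15 min compound preincubation; discontinuous kinetic read over 2 h at RT.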
* = called active by the depositor; i = inactive; ? = inconclusive; · = no result given; & = joins results of further samples; ! = a repeat was not active; [ ] = dose if it differs, or a comment. Unless noted, the call rests on the fitted dose curve; in most records, active means well fitted curve in the direction sought with a large enough effect; inconclusive means small, poorly fitted or top-dose-only effect, or another doubt; inactive means no such curve, though single readings can be large; an effect the other way counts as inactive or inconclusive. Potency means the concentration at half of the fitted maximal effect.

SMILES	TRb-SRC2 inh	SMN2 splice enh	RGS12 GoLoco inh	LMNA splice mod	ALDH1A1 inh	KDM4E inh	TexasRed fluor	RECQ1 inh
C=CCNC(=O)C1CC(=O)N(c2ccc(OCC(=O)Nc3ccc(C)cc3)cc2)C1 (stereo not drawn)	2%	0%	-2%	-5%	25%	-5%	-1%	-14%
CCSc1ccccc1C(=O)N1CCCC1	-10%	-23%	-4%	4%	0%	3%	-1%	-9%
CC(C)C/C(O)=C/c1nc2cc(Cl)ccc2oc1=O	1%	22%	42%[activator]	?	?	4%	-1%	-1%
COc1cccc(N=CC2=C(O)CCCC2=O)c1	-1%	-11%	7%	9%[46 µM]	-11%	2%	-3%	1%
c1csc(-c2nnc(COc3ncnc4sccc34)o2)c1	-2%	·	17%	·	·	3%	-1%	-4%
COc1ccc(NC(=O)/C=C/C(=O)O)c(OC)c1	-6%	·	6%	·	·	-15%	-2%	i
CCC1=NN2C(=N)/C(=C\c3cccn3-c3ccc(C)cc3C)C(=O)N=C2S1	6%	11%	33%[activator]	?	?	-7%	-3%	-6%
Cc1cccc(Nc2nc(N)nc(CN3CCN(c4ccccc4)CC3)n2)c1	-8%	-16%	6%	5%	-14%	-23%	-2%	-7%
Cc1cc(C)n(NC(=S)NC2CCCC2)c(=O)c1C#N	-5%	·	-6%	·	18%	3%	0%	-9%
Cn1c(=O)c2c(nc(OCc3cccnc3)n2Cc2ccccc2)n(C)c1=O	12%	-19%	4%	1%	10µM*	15%	0%	-4%
Oc1ccccc1CNCCCNCc1ccccc1O	-3%	-7%	0%	?	7%	91%[activator]	6%	i
COc1ccc(OC)c(NC(=O)N[C@@H](Cc2ccccc2)C(=O)O)c1	0%	-3%	0%	1%	20%	4%	-4%	i
O=C(O)[C@H]1NCCC[C@H]1C(=O)O	3%	-5%	16%	-14%	-4%	-9%	-30%	i
Cc1cc(NC(=O)CCCC(=O)OCC(F)(F)C(F)F)cc(C)c1C(=O)O	2%	-20%	3%	4%	11%	3%	3%	-2%
Cn1c(=O)c2c(ncn2CC(O)CNc2cccc(Cl)c2)n(C)c1=O (stereo not drawn)	3%	·	17%	2%[46 µM]	?	2%	-3%	-5%
COC(=O)c1c(-n2c(C)cc(C=O)c2C)sc2c1CCCC2	2%	-21%	13%	7%	?	?	-1%	-19%
Cc1cccc(NC2(C(F)(F)F)N=C(c3ccccc3)NC2=O)n1 (stereo not drawn)	-1%	4%	1%	-9%	-1%	4%	-2%	-4%
O=C(O)C1CCCN1c1ncnc2c1oc1ccccc12 (stereo not drawn)	-25%	10%	1%	-10%	8%	-10%	-2%	-5%
O=C(CN1CCC(c2nc3ccccc3s2)CC1)N1CCCCC1	-5%	-32%[inhibitor]	15%	·	?	-5%	0%	i
CC(=O)Nc1ccc2nc(NC(=O)COc3ccc([N+](=O)[O-])cc3)sc2c1	-1%	·	9%	·	1%	3%	0%	-4%
Cc1cc2c(c(=O)n1Cc1cccnc1)C(Cc1ccccc1)C(C#N)=C(N)O2 (stereo not drawn)	5%	·	·	?	?	0%	0%	-2%
O=[N+]([O-])c1cc(-c2n(-c3ccccn3)c3ccccc3[n+]2-c2ccccn2)ccc1Cl	-6%	-25%	-5%	-23%[46 µM]	?	6%	-1%	-4%
Cn1c(=O)cc(OCCCC(=O)N2CCN(c3ccccc3)CC2)c2ccccc21	-11%	23%	9%	6%	-21%	-12%	-1%	-5%
CCn1ccnc1CN(C)Cc1cn(-c2ccc(C)cc2)nc1-c1ccc(F)cc1	7%[53 µM]	·	7%	?	-4%	?	-1%[53 µM]	i
COc1ccc(-c2ccc(CNCCCN3CCOCC3)o2)cc1Cl	-1%	-18%	12%	?	6%	-12%	-6%	17%
Continuation.
SMILES	TRb-SRC2 inh	SMN2 splice enh	RGS12 GoLoco inh	LMNA splice mod	ALDH1A1 inh	KDM4E inh	TexasRed fluor	RECQ1 inh
CCC(C)(C)NC(=O)c1ccc(Br)o1	7%	5%	-2%	8%	2%	1%	-1%	-1%
CCn1cc(S(=O)(=O)CC(=O)Nc2cccc(C)c2)c2ccccc21	10%	·	6%	·	·	9%	-1%	-2%
CC(=O)Nc1ccc(CN2CCc3c([nH]c4ccccc34)C2c2ccccn2)cc1 (stereo not drawn)	14%[53 µM]	·	-23%	·	1%	25µM*	-2%[53 µM]	32%[activator]
COc1ccc(/C=N/NC(=O)C2C(C=C(Cl)Cl)C2(C)C)c(OC)c1 (stereo not drawn)	1%	-7%	14%	?	-14%	-6%	1%	-4%
Cc1ccc2nc(C)cc(OCC(=O)O)c2c1	-15%	·	·	3%	-12%	?	0%	-2%
Nc1nc2sc3c(c2cc1C(=O)N1CCOCC1)CCCC3	-2%	4%	1%	2%	?	?	2%	-12%
CCSC1=NCCN1S(=O)(=O)c1ccc(F)cc1	0%	-4%	-16%	·	-8%	4%	-1%	-16%
CCOC(=O)c1cc(-c2ccccc2)sc1NC(=O)CSc1nnc(N)s1	6%	-6%	-6%	-12%[46 µM]	-5%	-5%	0%	i
OCC(O)C(O)C(O)C(O)c1nc2ccccc2[nH]1 (stereo not drawn)	-7%	6%	-6%	?	-7%	-4%	-2%	18%
O=C(NC1(C(F)(F)F)OCCO1)c1ccc(F)cc1	-1%	7%	8%	12%[46 µM]	13%	8%	1%	36%
CN1C(=O)C(O)(CC(=O)c2ccccc2O)c2cc(Br)ccc21 (stereo not drawn)	-5%&-1%	6%	9%&4%	?	-4%	5%&6%	2%&-1%	-13%&-8%
Cc1cc(C)n2nc(N)c(N=Nc3ccc4c(c3)OCO4)c2n1	14%	-6%	-6%	4%	5%	3%	-3%	4%
COc1ccccc1NC(=O)N1CCN(CCc2ccccc2)CC1	0%	·	5%	·	·	-1%	-1%	-12%
CCCn1c(NCc2cc(OC)ccc2OC)nc2ccccc21	4%	1%	-3%	?	?	-9%	-1%	-13%
CCOc1ccc(C(=O)Nc2c3c(nn2-c2ccc(F)cc2)CS(=O)C3)cc1 (stereo not drawn)	-3%	-19%	4%	-5%	8%	-2%	-3%	-6%
CN1CCN(S(=O)(=O)c2ccc(Cc3ccc(S(=O)(=O)N4CCN(C)CC4)cc3)cc2)CC1	0%	-46%[inhibitor]	3%	-2%	-13%	8%	2%	0%
O=C(Nc1ccc(NC(=O)c2ccco2)c(Cl)c1)c1ccc2c(c1)OCCO2	-1%	·	48%[activator]	·	·	?	-2%	-10%
CC(=O)CC(=O)Nc1cccc2c1CCCC2	-7%	4%	7%	5%	?	-1%	-3%	-13%
COc1ccc(CCC(=O)Nc2cc(Cl)ccc2N2CCN(C)CC2)cc1	-1%	·	·	?	-11%	-2%	-2%	i
O=C(CC(c1ccco1)S(=O)(=O)c1ccccc1)c1ccc(F)cc1 (stereo not drawn)	5%	13%	-21%	-1%	?	?	1%	-4%
COC(=O)CCCC1=CC2=C(c3ccccc3)C(=O)C(C)(OC(=O)C3CCCC3)C(=O)C2=CN1CCN1CCOCC1 (stereo not drawn)	-1%[11.2 µM]	3%[9.22 µM]	-1%[14.2 µM]	-7%[9.22 µM]	-4%[13.5 µM]	3.2µM*!	-1%[11.2 µM]	12%[11.5 µM]
Cc1cc(=O)oc(C)c1C(=O)Nc1ccc(N(C)C)cc1	-1%	·	-19%	·	·	2%	-2%	-10%
CCOC(=O)c1cccc(NC(=O)CSc2nnnn2C)c1	3%	1%	-7%	13%	11%	4%	-1%	i
CCc1nc(C)ccc1OC(=O)C12CC3CC(CC(C3)C1)C2	10%	1%	4%	-7%	18µM*	?	0%	-9%
Cc1ccc(NS(=O)(=O)c2cc([N+](=O)[O-])ccc2NNC(=S)Nc2cc(C)ccc2C)c(C)c1	3%	-59%[inhibitor]	192%[activator]	?	2.8µM*	-5%	-1%	-17%
(next part)
SMILES	TRb-SRC2 inh	SMN2 splice enh	RGS12 GoLoco inh	LMNA splice mod	ALDH1A1 inh	KDM4E inh	TexasRed fluor	RECQ1 inh
O=C(c1cccc2ccccc12)C1CCCN(C(=O)CCCn2cncn2)C1 (stereo not drawn)	0%	·	10%	-11%[46 µM]	10µM*	?	0%	i
Cc1ccc(C(C(=O)NC2CCCC2)N2CCCC(C)C2)cc1 (stereo not drawn)	-7%	-9%	0%	-4%	-4%	6%	1%	-4%
CC(C)c1ccc2nc3sc(C(=O)N4CCc5ccccc5C4)c(N)c3cc2c1	-11%	16%	11%	9%	-15%	-9%	-2%	-26%
COc1ccc(O)c(C(=O)c2coc(=N)c(C(=O)Nc3ccc(SC(F)F)cc3)c2)c1	6%	-87%	20%	-2%[9.22 µM]	?	?	-3%	-7%
CCCC1CC(C)(C(=O)Cn2[nH]c(=O)ccc2=O)OC1=O (stereo not drawn)	-1%	?	-2%	4%	4%	3%	0%	-8%
CS(=O)(=O)N(CC(=O)NCc1ccc2c(c1)OCO2)c1cccc(Cl)c1	4%	·	0%	12%[46 µM]	-6%	7%	1%	0%
COc1ccc(OC)c(S(=O)(=O)NCc2cn3cccc(C)c3n2)c1	0%	-4%	6%	1%	9%	3%	-1%	i
C=CCNC(=O)c1ccc(N(C)S(=O)(=O)c2ccc(OC)cc2)cc1	5%	6%	5%	-1%	?	-3%	0%	0%
O=C(Oc1cccc2c(OC(=O)N3CCCC3)cccc12)N1CCCC1	-2%	-63%[inhibitor]	-8%	-7%	?	-7%	-6%	-7%
OCCN1CCN(C(=S)Nc2ccccc2)CC1	-1%	·	2%	·	3%	3%	-4%	-3%
COc1ccccc1-c1nccc(NC2CCNCC2)n1	·	·	10%	8%	1%	·	·	i
CCCc1nc2oc3cc(OC)ccc3c(=O)c2c(=O)n1CCc1ccccc1	3%	·	10%	·	·	4%	-1%	-9%
O=C(C[n+]1cccc2ccccc21)c1ccc([N+](=O)[O-])cc1	7%	-12%	3%	?	6%	-2%	-7%	-2%
CC1=NN(c2ccc([N+](=O)[O-])cc2)C(=O)C1[N+](=O)[O-] (stereo not drawn)	7%	8%	1%	·	?	-5%	-4%	-12%

This is a subset, so the mix of outcomes need not match the whole.
